LYP inhibition – inhibitors of LYP phosphatase, biochemical, fluorescence intensity, uHTS (AID 1779); recombinant LYP phosphatase, fluorescence intensity; higher % means a stronger effect; 290,000 tested, 0.054% active; inhibition, % at 11.5 µM, or IC50 in µM where a hit was titrated;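 also: plate controls were vehicle with enzyme for no effect and no enzyme for full effect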
HIV fusion peptide – inhibitors of HIV fusion peptide binding, primary screen, biochemical, uHTS, fluorescence dequenching (AID 1986); 290,000 tested, 0.3% active; inhibition, % at 20 µM; hits with a dose series show IC50 in µM; cell-free peptide binding, fluorescence dequenching, 30 min; higher % means a stronger effect; in the data active = inhibition mostly above about 52%, no sharp cut-off; inactive = mostly below about 76%; also: some results filed as inactive read as strong as hits
Hep lipid drop – modulators of hepatic lipid droplet formation. 240,000 tested, 0.4% active. AML12 mouse hepatocytes, oleate lipid droplets, BODIPY imaging. inhibition, % at 6.5 µM;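 active = lipid droplet intensity inhibited by at least 50%, with more than 500 cells counted; inconclusive = wells with under 300 cells, treated as cytotoxic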
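material = mouse AML12 hepatocyte cell line, fixed after treatment | also added = 100 µM oleic acid challenge | doses = compound at 6.5 µM only | schedule = overnight exposure | technique = Image-based BODIPY and DAPI two-channel analysis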
Myeloid diff MLP – myeloid differentiation induction | ER-HoxA9 myeloid progenitors, lysozyme-GFP differentiation, flow cytometry | calls only at 10 µM | 360,000 tested, 1% active | AID 624256;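 active = normalized GFP-positive differentiation at or above the plate's own cutoff, the solvent-only control mean plus 3 SD; inconclusive = no clear call, values can overlap the other calls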;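 also: cells exposed to compound for four days before flow analysis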
AID2073 – inhibitors of Mint1-CaV2.2 protein interaction, biochemical, HTRF (AID 2073); HTRF protein-protein interaction, Mint1-CaV2.2; higher % means a stronger effect; inhibition, % at 20 µM; hits with a dose series show IC50 in µM; 290,000 tested, 0.19% active; in the data active = inhibition mostly above about 51%, no sharp cut-off; inconclusive = no clear call, values can overlap the other calls; inactive = mostly below about 53%; also: some results filed as inactive read as strong as hits
NS5 inhibitors – Dengue-2 NS5 methyltransferase inhibitors, primary screen, biochemical, confirmation dose response (AID 588689). 340,000 tested, 0.3% active. Dengue-2 NS5 methyltransferase capping enzyme assay, biochemical; higher % means a stronger effect. one-dose inhibition, % at 25 µM; IC50 in µM for titrated hits; in the data active = a potency from the dose series; inconclusive = inhibition above about 29% without an active follow-up result
XIAP displacement – XIAP antagonists, biochemical, IAP family, fluorescence polarization (AID 1018). 200,000 tested, 0.007% active. XIAP BIR domain, fluorescence polarization peptide displacement; higher % means a stronger effect. displacement, % at 20 µM; hits with a dose series show IC50 in µM; in the data active = displacement above about 50%; also: a part of the inactive calls stands beside numbers as strong as those of hits
NOD2 inhibition – inhibition of NOD2-driven NF-kB reporter – cell-based, luminescence, uHTS, HEK293 (AID 1566) | one-dose inhibition, % at 4 µM; EC50 in µM for titrated hits | HEK293 NOD2/NF-kB luciferase reporter, luminescence; higher % means a stronger effect | 290,000 tested, 0.63% active; also: many of its hits are not listed in these tables
SIAH1 antagonists – blockers of Siah-1 interaction with plectin peptide – biochemical, fluorescence polarization, rhodamine-plectin, uHTS, primary screen (AID 1817); 290,000 tested, 0.02% active; Siah-1 / rhodamine-plectin peptide fluorescence polarization; higher % means a stronger effect; displacement, % at 20 µM; hits with a dose series show IC50 in µM;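 active = displacement of at least 50% at 20 µM, with a fluorescence ratio check between 0.3 and a set limit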;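 also: plate controls were Siah plus tracer with DMSO for no effect and tracer alone without Siah for full effect; strong numbers were not always called active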
Hep lipid drop cells 6.5 µM – second read-out of Hep lipid drop, no call of its own (marks repeat the call); cell count; measured here: cell count, cytotoxicity flag;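 cells counted across two imaged fields per well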
NS5 inhibitors pilot replicate – further read-out of NS5 inhibitors, marked with its call; inhibition, %; measured here: pilot screen replicate inhibition
Myeloid diff MLP GFP+ MAC1+ % – also measured in Myeloid diff MLP; calls as there; GFP+ MAC1+ double positive, %; measured here: differentiation confirmed by MAC1 staining
* marks the source's active call; other numbers are inactive results; i = inactive; ? = inconclusive; nt = not tested or not shown. Rule as the data show it, unless noted: active = inhibition above about 50%; inactive = the rest. A portion of the library. The share of hits here may be higher or lower than overall.

SMILES	LYP inhibition	HIV fusion peptide	Hep lipid drop	Hep lipid drop cells 6.5 µM	Myeloid diff MLP	Myeloid diff MLP GFP+ MAC1+ %	AID2073	NS5 inhibitors	XIAP displacement	NOD2 inhibition	SIAH1 antagonists	others
CC(=O)Oc1c(Cl)cc(Cl)cc1/C=C/c1ccc2ccccc2n1	8%	0.3%	nt	nt	i	1.1	48%	-4%	-4.3%	-62%	1%
COc1ccc(C(=O)/C=C/Nc2ccc(C)cn2)cc1OC	-9%	0.2%	-4	712	i	1.4	8%	1%	3.0%	13%	5%
CC(C)OC(=O)NC(Nc1ccccc1C(=O)O)(C(F)(F)F)C(F)(F)F	-8%	-1.4%	34	698	i	1.0	8%	10%	nt	2%	-6%
Cc1cc(-c2onc(C)c2C(=O)O)no1	-8%	2.3%	6	736	i	0.5	-11%	3%	nt	-1%	4%
COc1cc(OC)cc(C(=O)c2c(C)c(C#N)c3ccccn23)c1	-6%	0.0%	0	783	?	nt	8%	-9%	nt	-7%	12%
CC1CCC(NC(=O)CN2CCC(n3nnc4cc(F)ccc43)CC2)CC1 (configuration not stated)	-11%	2.4%	-9	727	i	0.6	6%	2%	-5.0%	-22%	-1%
COc1ccc(COc2cc(-c3cccc(OC)c3)nc3ccc(NC(=O)c4ccc(Cl)cc4)cc23)cc1	-4%	1.7%	-12	747	i	0.9	28%	-8%	-4.2%	-14%	-1%
COc1cccc(C2C3=C(N=c4s/c(=C\c5ccccc5O)c(=O)n42)c2ccccc2CC3)c1OC (configuration not stated)	2%	1.7%	0	782	nt	nt	8%	nt	0.3%	-7%	-12%
CCc1ccc(-c2cc(N)n(-c3ccccc3)n2)cc1	-7%	-1.1%	20	711	i	0.4	-2%	14%	-2.2%	-111%	10%
Cc1noc(/C=C/c2nn(C)cc2Cl)c1[N+](=O)[O-]	-6%	-1.7%	-30	691	i	0.5	10%	-6%	nt	-88%	1%
O=C(Nc1cccn(Cc2cccc(F)c2)c1=O)NC1CCCCC1	-7%	12%	-6	615	i	1.1	-2%	-2%	-14%	14%	-1%
COc1cccc(NC(=O)/C=C/c2ccco2)c1	3%	12%	12	711	i	0.2	37%	-14%	-4.5%	-82%	-1%
C/C(=N/NC(=O)c1ccc2c(c1)OCO2)c1ccc(NC(=O)c2ccc(F)cc2)cc1	-8%	1.9%	8	662	nt	nt	64%	1%	nt	-26%	13%
O=C(Nc1c2c(nn1-c1cccc(Cl)c1)CS(=O)C2)c1ccc2c(c1)OCO2 (configuration not stated)	-6%	0.4%	6	859	i	0.0	-5%	2%	nt	-10%	-2%
Cc1cc(-c2ccccc2)n2ncc(-c3ccccc3)c2n1	-2%	2.4%	-19	611	i	0.8	4%	-4%	-4.2%	-30%	-1%
COC(=O)C1=C(C)NC(=O)/C1=C\c1cc(C)n(-c2cc(C)cc(C)c2)c1C	1%	-0.1%	26	746	i	0.6	-6%	19%	-2.9%	12%	4%
CS(=O)(=O)c1cnc2c(S(=O)(=O)c3ccccc3)cnn2c1N	-6%	-1.5%	-2	690	i	0.7	2%	1%	-4.2%	-1%	7%
CN(C)S(=O)(=O)c1ccc(NC(=O)COC(=O)C2COc3ccccc3O2)cc1 (configuration not stated)	-10%	-1.2%	0	731	i	0.7	0%	-1%	-1.0%	-5%	5%
O=C(CCOc1ccccc1F)N1CCN(c2ccccc2O)CC1	-4%	2.6%	-24	745	i	0.3	-7%	5%	-2.9%	-59%	2%
Cc1nc2c(c(=O)c3ccccc3n2C)c(=O)n1-c1ccc(F)cc1	-16%	-1.7%	11	705	i	0.5	10%	-4%	nt	-16%	-2%
Brc1ccc(-c2csc(N3CCC(c4ccccc4)C3)n2)cc1 (configuration not stated)	-4%	0.9%	nt	nt	i	1.1	-23%	1%	-5.1%	-37%	-2%
CC1(C)C2([N+](=O)[O-])CN3CC1([N+](=O)[O-])CN(C2)C3c1ccccc1 (configuration not stated)	-8%	-1.7%	nt	nt	i	1.2	2%	-4%	-4.2%	15%	1%
CC(C)C[C@H](NC(=O)N1CCCCCC1)C(=O)O	-7%	-0.3%	-4	743	i	0.2	-9%	-1%	nt	6%	1%
COc1ccccc1N1CCN(C(=O)C2CCN(C(=O)c3ccccc3Cl)CC2)CC1	69%*	-0.8%	22	730	i	1.3	4%	-6%	nt	6%	3%
CC(C)Cc1ccc(C(C)C(=O)Nc2nccs2)cc1 (configuration not stated)	2%	1.7%	0	774	i	2.8	-2%	-3%	-6.3%	-7%	1%

Five entries drawn at random from those above, as already listed:
SMILES	LYP inhibition	HIV fusion peptide	Hep lipid drop	Hep lipid drop cells 6.5 µM	Myeloid diff MLP	Myeloid diff MLP GFP+ MAC1+ %	AID2073	NS5 inhibitors	XIAP displacement	NOD2 inhibition	SIAH1 antagonists	others
Cc1cc(-c2onc(C)c2C(=O)O)no1	-8%	2.3%	6	736	i	0.5	-11%	3%	nt	-1%	4%
CCc1ccc(-c2cc(N)n(-c3ccccc3)n2)cc1	-7%	-1.1%	20	711	i	0.4	-2%	14%	-2.2%	-111%	10%
O=C(CCOc1ccccc1F)N1CCN(c2ccccc2O)CC1	-4%	2.6%	-24	745	i	0.3	-7%	5%	-2.9%	-59%	2%
COc1ccccc1N1CCN(C(=O)C2CCN(C(=O)c3ccccc3Cl)CC2)CC1	69%*	-0.8%	22	730	i	1.3	4%	-6%	nt	6%	3%
C/C(=N/NC(=O)c1ccc2c(c1)OCO2)c1ccc(NC(=O)c2ccc(F)cc2)cc1	-8%	1.9%	8	662	nt	nt	64%	1%	nt	-26%	13%

Next compounds.
SMILES	LYP inhibition	HIV fusion peptide	Hep lipid drop	Hep lipid drop cells 6.5 µM	Myeloid diff MLP	Myeloid diff MLP GFP+ MAC1+ %	AID2073	NS5 inhibitors	XIAP displacement	NOD2 inhibition	SIAH1 antagonists	others
Oc1[nH]c2ccccc2c1N=Nc1ccc(C(F)(F)F)cn1	-2%	-1.3%	nt	nt	i	0.4	15%	-5%	2.3%	-32%	1%
CCC(C)N1C(=O)CCC1C(=O)N1CCN(c2ccccc2F)CC1 (configuration not stated)	-9%	-1.5%	nt	nt	i	15	-3%	-2%	-4.3%	6%	7%
COc1ccc(Cl)cc1NC(=O)CSc1nnc(COc2ccccc2)n1N	0%	1.0%	21	580	i	0.5	16%	-5%	-7.4%	18%	15%
C=CCN(CC=C)C(=S)Nc1ccc(OC)c(OC)c1	6%	-1.1%	6	653	i	0.2	-14%	-9%	-9.3%	-27%	-2%
O=C(O)CN(Cc1ccco1)S(=O)(=O)c1ccccc1	-3%	1.1%	nt	nt	i	0.5	1%	-3%	-5.0%	-16%	-2%
Oc1ccc(/C=N/n2c(C3CCCCC3)n[nH]c2=S)c(O)c1	-5%	-1.9%	-1	779	i	1.1	-28%	-11%	nt	17%	-3%
COc1ccc([N+](=O)[O-])cc1N(CC(=O)N1CCCC1)S(C)(=O)=O	-3%	-2.0%	-7	584	i	0.4	-8%	-11%	-8.3%	0%	1%
Cc1csc(NC(=O)c2c(O)c3c(n(CC(C)C)c2=O)CCCC3)n1	2%	0.3%	-18	616	i	1.1	4%	-4%	-1.9%	24%	-2%
Cc1cccc([C@@H]2[C@@H]3C(=O)N(Cc4ccccc4)C(=O)[C@@H]3[C@]3(CC(C)C)C(=O)N(c4cccc(Br)c4)C(=O)N23)c1	-13%	4.7%	-5	720	i	1.4	16%	-3%	nt	6%	-5%
Cc1ccc(/C=N/N(C)C2=NS(=O)(=O)c3ccccc32)cc1	-9%	3.5%	-5	828	i	0.4	9%	-3%	nt	0%	-3%
O=C(COc1ccc(F)c(Cl)c1)N1CCCCCCC1	-2%	1.7%	-4	836	i	0.6	5%	-8%	nt	-2%	3%	NS5 inhibitors pilot replicate=-5.5
O=C(Nc1ccccc1)N1CCCN(Cc2ccccc2F)C1	-11%	-0.2%	nt	nt	i	0.2	29%	-6%	-3.8%	15%	2%
S=C(Nc1ccc2nccnc2c1)N1CCOCC1	0%	0.0%	-1	764	i	0.4	5%	0%	-5.2%	-6%	1%
O=C(COC(=O)CC1CCCC1)Nc1ccc(OC(F)F)cc1	0%	0.1%	0	700	i	0.4	2%	-5%	-7.7%	-3%	-3%
COc1ccc(OC)c(/C=N/NC(=O)CNC(=O)c2cccc3ccccc23)c1	-12%	-1.3%	-7	818	i	1.2	22%	-6%	nt	13%	0%
Cc1nc2ccc(NC(=O)CCC3CCCC3)cc2s1	-5%	2.6%	14	773	i	1.5	7%	-2%	nt	-175%	12%
C[C@]12CS(=O)(=O)C[C@H]1SC(=S)N2c1ccccc1	-6%	0.8%	24	669	i	1.1	0%	-7%	nt	-18%	-1%
Cn1c(=O)oc2cc(S(=O)(=O)N3CCC(C(=O)NCCc4ccccc4)CC3)ccc21	-7%	2.6%	11	690	i	0.7	-5%	6%	nt	12%	5%
O=C(CC1C(=O)NCCN1C(=O)Nc1ccccc1)Nc1ccc2c(c1)OCCO2 (configuration not stated)	-9%	-2.0%	nt	nt	i	0.8	1%	-6%	-1.9%	1%	6%	NS5 inhibitors pilot replicate=-0.2
S=C(NCc1ccc2c(c1)OCO2)NCc1ccc2c(c1)OCO2	0%	-1.2%	6	630	i	1.5	-1%	-7%	-2.4%	1%	-3%
O=C(COC(=O)c1ccc(O)cc1O)NC1CCS(=O)(=O)C1 (configuration not stated)	-5%	-0.4%	0	649	i	0.5	9%	-5%	nt	7%	4%
CN1CCN(/N=C/c2ccc(N(c3ccccc3)c3ccccc3)cc2)CC1	-13%	-3.3%	27	693	i	0.5	10%	-4%	-9.4%	40%	0%
Cc1[nH]c2ccccc2c1C(=O)CN1CCN(c2ccc(Cl)cc2)CC1	-5%	2.2%	7	770	i	1.7	7%	-1%	nt	2%	2%
Cc1ccccc1N(CC(=O)NCCc1ccccc1)C(=O)c1csnn1	-7%	-0.1%	-18	809	i	0.7	2%	-6%	nt	5%	6%
CCOC(=O)c1ccc(NC(=O)NS(=O)(=O)c2ccc(C)cc2)cc1	-6%	0.0%	nt	nt	i	0.7	-3%	-2%	-13%	-10%	-1%
CC(C)(C)c1ccc(/C=N/OCC(=O)NCc2ccc(F)cc2)cc1	4%	-0.6%	-53	635	i	0.4	10%	-4%	-1.2%	6%	5%
CC(C)OC(=O)c1ccc(COC(=O)c2cccc(-c3nnc(-c4ccccc4)o3)c2)cc1	1%	1.1%	23	671	i	0.7	14%	5%	-5.3%	-45%	24%
O=S(=O)(c1cccs1)N1CCN(c2ccc(Cl)cc2)CC1	-7%	0.1%	-1	732	i	2.3	5%	-4%	nt	-9%	8%
CCOc1cc(C2NC(=O)CCC2[N+](=O)[O-])cc(Br)c1OC (configuration not stated)	-7%	0.9%	20	736	i	1.0	-3%	-6%	nt	11%	2%
COC(=O)c1ccc(CN2CCCC(CO)(Cc3ccccc3F)C2)cc1 (configuration not stated)	-7%	-0.3%	-8	821	i	1.0	13%	-4%	nt	-6%	0%

Assay outcomes from PubChem.
